STAT1 inh – inhibitors of IFN-gamma induced STAT1 signaling. inhibition, % at 5.5 µM. actives 0.35% (n = 200,000). AID 920. NIH 3T3 STAT1-luciferase reporter, luminescence;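 active = inhibition above a set limit, the mean inhibition across all tested compounds plus 3 SD, cut at about 34% in these data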;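 note: 0% = IFN-gamma with DMSO and 100% = IFN-gamma with 300 µM nifuroxazide; values of inactives mirror those of a sister screen read the other way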
APP 5UTR inh – APP translation inhibition; SH-SY5Y APP 5'UTR-luciferase reporter, luminescence; inhibition, % at 2 µM; actives 0.82% (n = 190,000); AID 1285;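 active = inhibition above a set limit, derived from the sample mean plus 3 SD, cut at about 45% in these data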; note: values of inactives mirror those of a sister screen read the other way
STAT3 activator – activators of IL-6 induced STAT3 signaling; U3A cells, IL-6 STAT3-luciferase reporter, luminescence; 100% = signal with IL-6 EC80 alone; activation (% of control), % at 5.6 µM; actives 0.91% (n = 190,000); AID 871;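 active = activation above the screen-wide mean of compound activation plus 3 SD, cut at about 130% in these data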;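 note: 0% = background luminescence of wells with medium and substrate only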
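Material: STAT3-luciferase reporter U3A cells; Probe or stimulus: IL-6 (33 ng/mL); Incubation: compound pre-incubation 1 h before IL-6, then 6 h stimulation at 37 °C; Technique: luminescence from STAT3-driven luciferase reporter; Evaluation: % activation versus median of IL-6-stimulated wells; Controls: IL-6-only high control.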
G6PDH CS – counter-screen for G6PDH assay hits: L. mesenteroides G6PDH inhibition; actives 0.12% (n = 200,000); Purified L. mesenteroides G6PDH, diaphorase/resazurin coupled fluorescence, 45 min; inhibition, % at 5 µM; AID 1020; in the data active = inhibition above about 50%
Diaphorase inh – diaphorase inhibition or chemical oxidation counter-screen. inhibition, % at 20 µM. diaphorase resazurin-to-resorufin fluorescence, NADH, 16 min; bacterial (C. kluyveri) enzyme, not human. actives 0.69% (n = 190,000);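 active = primary screen inhibition at 20 µM above a set limit, cut at about 50% in these data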;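 note: plate controls were DMSO with full reaction for no effect and wells lacking NADH for full effect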
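System: Diaphorase enzyme from Clostridium kluyveri | Amount: Enzyme working solution with 0.14 U/mL diaphorase | Benchmarks: No-NADH positive control and DMSO neutral control | Signal: Fluorescence of resorufin formed from resazurin, Ex 544/Em 590 nm | Schedule: 16-min room-temperature incubation before reading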
Hsp70 act – switches on Hsp70 transcription | activation, % at 10 µM | AID 1203 | HeLa Hsp70 promoter luciferase reporter, luminescence; scaled: vehicle 0, proteasome-inhibitor control 100% | actives 0.04% (n = 200,000);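 active = activation above the mean across all tested compounds plus 3 SD, cutoff set per campaign, cut at about 5.5% in these data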;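 note: 100% = MG132 at 30 µM as the positive control and 0% = DMSO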
TLR4-MyD88 BLA – TLR4-MyD88 interaction inhibition in cells; O00206+Q99836; HeLa CL3-4 TLR4/MyD88 BLA complementation, FRET ratio; inhibition, % at 8.4 µM; actives 0.18% (n = 200,000); AID 861; in the data active = inhibition above about 25%;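 note: 0% = vehicle and 100% = reference inhibitor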
Target sequence (O00206 whole entry, looked up): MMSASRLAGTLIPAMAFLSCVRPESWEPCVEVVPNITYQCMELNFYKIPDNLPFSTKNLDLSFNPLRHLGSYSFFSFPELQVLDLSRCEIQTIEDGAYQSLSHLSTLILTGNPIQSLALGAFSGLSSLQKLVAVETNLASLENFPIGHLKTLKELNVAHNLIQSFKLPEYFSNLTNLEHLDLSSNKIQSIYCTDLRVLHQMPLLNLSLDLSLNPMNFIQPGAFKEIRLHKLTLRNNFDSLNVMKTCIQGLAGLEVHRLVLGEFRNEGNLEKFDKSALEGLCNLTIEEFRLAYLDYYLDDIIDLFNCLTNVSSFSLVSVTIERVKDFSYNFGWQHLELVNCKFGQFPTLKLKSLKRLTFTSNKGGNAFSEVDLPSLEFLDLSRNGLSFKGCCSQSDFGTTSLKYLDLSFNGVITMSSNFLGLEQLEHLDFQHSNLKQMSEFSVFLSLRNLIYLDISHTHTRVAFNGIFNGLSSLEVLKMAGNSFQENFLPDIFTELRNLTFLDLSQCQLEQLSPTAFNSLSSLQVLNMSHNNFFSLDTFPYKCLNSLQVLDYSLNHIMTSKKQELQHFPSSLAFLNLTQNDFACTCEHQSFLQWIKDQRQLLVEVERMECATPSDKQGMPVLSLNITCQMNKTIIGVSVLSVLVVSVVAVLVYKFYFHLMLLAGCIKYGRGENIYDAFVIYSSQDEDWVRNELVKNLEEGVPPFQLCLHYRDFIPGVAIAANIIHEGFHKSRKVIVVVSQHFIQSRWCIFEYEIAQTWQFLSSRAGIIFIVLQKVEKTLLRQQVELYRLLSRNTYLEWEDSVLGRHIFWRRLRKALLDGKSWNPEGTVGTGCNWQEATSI
Target sequence (Q99836 whole entry, looked up): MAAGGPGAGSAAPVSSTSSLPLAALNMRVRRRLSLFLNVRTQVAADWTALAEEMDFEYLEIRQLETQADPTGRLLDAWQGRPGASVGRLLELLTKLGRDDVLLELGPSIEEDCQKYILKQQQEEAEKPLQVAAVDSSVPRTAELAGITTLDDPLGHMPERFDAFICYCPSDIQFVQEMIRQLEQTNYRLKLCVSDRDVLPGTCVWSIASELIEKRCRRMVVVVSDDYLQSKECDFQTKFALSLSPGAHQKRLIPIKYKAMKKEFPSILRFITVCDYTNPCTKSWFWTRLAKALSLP
Diaphorase act – counter-screen for diaphorase-based assays: diaphorase activators and chemical reducers. Diaphorase/resazurin coupled assay, resorufin fluorescence, 16 min; stronger effect = higher value; 1 = vehicle wells, 0 = NADH-free wells. AID 1229. activation factor at 20 µM. actives 0.005% (n = 190,000);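 active = diaphorase activity raised at least twofold by the compound at 20 µM; inactive = activation factor below 2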
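Test system: Clostridium kluyveri diaphorase, purified enzyme. Buffer or medium: 50 mM HEPES pH 7.4 buffer plus MgCl2 and Tween 20. Also added: 0.114 mM NADH and 0.1 mM resazurin, final amounts. Dosing: compound 20 µM once, DMSO 1%. Schedule: 16 min enzyme reaction, ambient temperature. Detection: fluorescence of resorufin, 544 nm excitation, 590 nm emission.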
STAT1 act – STAT1 signaling activation; NIH 3T3 STAT1-luciferase reporter, IFN-gamma, luminescence; 100% = IFN-gamma alone, no compound; activation (% of control), % at 5.5 µM; actives 2.6% (n = 200,000); AID 932;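 active = activation above the screen-wide mean activation plus 3 SD, cut at about 130% in these data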;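 note: raw ratio to IFN-gamma control signal so 100% means no change and 0% no light; values of inactives mirror those of a sister screen read the other way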
STAT3 inh – STAT3 signaling inhibition | AID 862 | U3A cells, IL-6 STAT3-luciferase reporter, luminescence; host cell line lacks STAT1 | actives 0.89% (n = 190,000) | inhibition, % at 5.5 µM;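 active = inhibition above the mean inhibition across all screened compounds plus 3 SD, cut at about 44% in these data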;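 note: 0% = DMSO only wells and 100% = 100 µM nifuroxazide control wells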
* hit, by the source's call; / = not tested or not shown. The order is random; 6.1% or so of the library scored in one or more.

SMILES	STAT1 inh	APP 5UTR inh	STAT3 activator	G6PDH CS	Diaphorase inh	Hsp70 act	TLR4-MyD88 BLA	Diaphorase act	STAT1 act	STAT3 inh
COc1ccc2c(c1)CCc1c(C(=O)NCc3ccc(F)cc3)noc1-2	-1	12	92	-19	6	-0.3	5	0.9	102	10
COc1ccc(Cc2noc(-c3ccccc3)n2)cc1OC	10	-6	101	1	4	-0.3	7	1	92	3
O=C(CCSc1nnnn1-c1ccccc1)N1CCOCC1	-7	7	97	-3	12	0.3	-9	0.9	107	7
N#C/C(C(=O)N1CCOCC1)=C1/SC(Cc2ccccc2Cl)C(=O)N1c1ccccc1 (centres undefined)	0	0	100	-7	14	-0.3	-7	0.9	100	4
CC(=O)Nc1ccc(S(=O)(=O)N2CCN(C(=O)CCC3CCCC3)CC2)cc1	-4	17	104	8	14	-0.2	-6	0.9	102	0
Cc1ccc(-c2csc(C3=C(O)CN(NC(=O)c4ccc([N+](=O)[O-])cc4)C3=N)n2)cc1	3	4	96	14	3	-0.1	11	1	97	11
CN1C(=O)/C(=N/OC(=O)c2ccccc2Br)c2ccccc21	3	-4	100	11	12	0.3	-18	0.9	97	2
c1ccc(CCC2CCCCN2Cc2cn[nH]c2-c2cc3ccccc3o2)nc1 (centres undefined)	7	-7	97	2	13	-0.1	-14	0.9	93	8
COc1ccc(S(=O)(=O)N(n2c(C)nnc2-n2nc(C)cc2C)S(=O)(=O)c2ccc(OC)cc2)cc1	-4	1	98	9	-4	0.0	1	1	103	2
COC(=O)c1sc(=S)n(-c2ccccc2)c1N	-5	-1	101	-7	23	0.2	-6	0.8	105	1
COc1ccc(Cl)cc1N(CC(=O)Nc1ccc2c(c1)OCCO2)S(C)(=O)=O	-7	2	101	4	23	0.1	11	0.8	107	3
O=c1[nH]c2ccccc2n1Cc1ccc(Cl)cc1	6	-2	98	0	19	0.0	1	0.8	95	6
O=C(c1ccc(S(=O)(=O)N2CCOCC2)cc1)N(Cc1ccco1)Cc1cccs1	12	2	100	0	14	-0.2	-2	0.9	89	4
Cc1ccc(NC(=O)c2c(C(F)(F)F)nn(C)c2SCc2ccc(Cl)cc2)cc1C	-3	/	102	6	22	0.5	-2	0.8	102	3
CNC(=S)Nc1cccc2[nH]ncc12	11	-8	110	-17	8	-0.2	5	0.9	90	-6
CC1(C)Cc2c(sc3c4nnnn4c4nnnn4c23)CO1	5	18	97	-1	25	0.4	5	0.8	96	8
CCn1c(=O)c(=O)n(CC)c2cc(S(=O)(=O)N3CCc4ccccc43)ccc21	1	2	111	8	4	-0.3	5	1	99	-9
Cc1cc(N2C(=O)CC(N3CCN(c4ccc(C(=O)c5cccs5)cc4)CC3)C2=O)no1 (centres undefined)	-5	-29	103	-19	12	0.0	0	0.9	105	0
O=C(CSc1nnc2c(Cl)cc(Cl)cn12)NC1CCS(=O)(=O)C1 (centres undefined)	6	13	96	15	0	-0.3	5	1	94	11
O=C(Nc1ccc(Cc2ccncc2)cc1)C1CCC(N2C(=O)C3CCCCC3C2=O)CC1 (centres undefined)	23	-3	87	10	14	1.2	-4	0.9	78	20

13 neighbouring compounds already listed, quoted:
SMILES	STAT1 inh	APP 5UTR inh	STAT3 activator	G6PDH CS	Diaphorase inh	Hsp70 act	TLR4-MyD88 BLA	Diaphorase act	STAT1 act	STAT3 inh
c1ccc(CCC2CCCCN2Cc2cn[nH]c2-c2cc3ccccc3o2)nc1 (centres undefined)	7	-7	97	2	13	-0.1	-14	0.9	93	8
COc1ccc(S(=O)(=O)N(n2c(C)nnc2-n2nc(C)cc2C)S(=O)(=O)c2ccc(OC)cc2)cc1	-4	1	98	9	-4	0.0	1	1	103	2
COC(=O)c1sc(=S)n(-c2ccccc2)c1N	-5	-1	101	-7	23	0.2	-6	0.8	105	1
COc1ccc(Cl)cc1N(CC(=O)Nc1ccc2c(c1)OCCO2)S(C)(=O)=O	-7	2	101	4	23	0.1	11	0.8	107	3
O=c1[nH]c2ccccc2n1Cc1ccc(Cl)cc1	6	-2	98	0	19	0.0	1	0.8	95	6
O=C(c1ccc(S(=O)(=O)N2CCOCC2)cc1)N(Cc1ccco1)Cc1cccs1	12	2	100	0	14	-0.2	-2	0.9	89	4
Cc1ccc(NC(=O)c2c(C(F)(F)F)nn(C)c2SCc2ccc(Cl)cc2)cc1C	-3	/	102	6	22	0.5	-2	0.8	102	3
CNC(=S)Nc1cccc2[nH]ncc12	11	-8	110	-17	8	-0.2	5	0.9	90	-6
CC1(C)Cc2c(sc3c4nnnn4c4nnnn4c23)CO1	5	18	97	-1	25	0.4	5	0.8	96	8
CCn1c(=O)c(=O)n(CC)c2cc(S(=O)(=O)N3CCc4ccccc43)ccc21	1	2	111	8	4	-0.3	5	1	99	-9
Cc1cc(N2C(=O)CC(N3CCN(c4ccc(C(=O)c5cccs5)cc4)CC3)C2=O)no1 (centres undefined)	-5	-29	103	-19	12	0.0	0	0.9	105	0
O=C(CSc1nnc2c(Cl)cc(Cl)cn12)NC1CCS(=O)(=O)C1 (centres undefined)	6	13	96	15	0	-0.3	5	1	94	11
O=C(Nc1ccc(Cc2ccncc2)cc1)C1CCC(N2C(=O)C3CCCCC3C2=O)CC1 (centres undefined)	23	-3	87	10	14	1.2	-4	0.9	78	20

Next compounds.
SMILES	STAT1 inh	APP 5UTR inh	STAT3 activator	G6PDH CS	Diaphorase inh	Hsp70 act	TLR4-MyD88 BLA	Diaphorase act	STAT1 act	STAT3 inh
C1CCN(CCCNC2C3CC4CC(C3)CC2C4)C1 (centres undefined)	11	3	94	-4	11	-0.3	-4	0.9	90	2
O=C1NC(=Nc2ccc(Cl)cc2)SC1Cc1cc(Cl)ccc1Cl (centres undefined)	2	-16	99	-6	-1	-0.3	4	1	98	-1
Cc1cc(=O)oc2c(CN3CC(C)OC(C)C3)c(O)c(Cl)cc12 (centres undefined)	-8	-8	91	16	12	-0.1	-16	0.9	105	18
c1ccc(-c2nc(-c3ccco3)n3ccccc23)cc1	4	2	119	15	28	-0.1	7	0.7	97	-12
CC(=O)/C(=N/Nc1ccccc1)Sc1nnc(CCc2ccccc2)n1-c1ccccc1	9	-4	95	-3	14	-0.3	3	0.9	92	8
CC1CCCCN1C(=S)Nc1ccc2nc3n(c(=O)c2c1)CCCCC3 (centres undefined)	-5	-11	104	2	15	0.2	-15	0.9	105	-4
COc1cc(C(=O)NCCOc2cccc(C)c2)c(Br)c(OC)c1OC	3	10	107	0	13	-0.4	4	0.9	97	-8
COc1cc(CC(=O)NCc2cccs2)cc(OC)c1OC	-2	-15	107	20	6	-0.1	6	0.9	101	-2
O=C(Cc1cc(=O)oc2cc(O)ccc12)NCC1CCC(C(=O)O)CC1 (centres undefined)	-4	-9	102	-4	13	0.0	2	0.9	103	4
CCOC(=O)c1cccc(NC(=O)CCS(=O)(=O)c2ccc(Br)s2)c1	1	11	96	16	20	-0.6	-17	0.8	99	11
CC1CCCN(C(=O)CSc2nnc(-c3ccncc3)n2C)C1 (centres undefined)	8	31	102	-2	11	-0.4	-15	0.9	92	6
CNCc1cc(Cl)cc(OC)c1OC(C)C	2	-20	93	4	13	-0.3	-11	0.9	96	15
NS(=O)(=O)c1ccc(CNC(=O)/C=C/c2cccc(Cl)c2)cc1	2	14	96	1	2	-0.2	-7	1	98	5
COC(=O)c1ccc(OC)c(CSc2nnc(COc3ccccc3)o2)c1	5	-9	102	-21	22	-0.2	-14	0.8	95	3

Single records, as listed above.
`COc1cc(C(=O)NCCOc2cccc(C)c2)c(Br)c(OC)c1OC` is listed as STAT1 inh: 3; APP 5UTR inh: 10; STAT3 activator: 107; G6PDH CS: 0; Diaphorase inh: 13; Hsp70 act: -0.4; TLR4-MyD88 BLA: 4; Diaphorase act: 0.9; STAT1 act: 97; STAT3 inh: -8
`CNCc1cc(Cl)cc(OC)c1OC(C)C` is listed as STAT1 inh: 2; APP 5UTR inh: -20; STAT3 activator: 93; G6PDH CS: 4; Diaphorase inh: 13; Hsp70 act: -0.3; TLR4-MyD88 BLA: -11; Diaphorase act: 0.9; STAT1 act: 96; STAT3 inh: 15
